Eya2 inh: inhibitors of human Eya2 phosphatase activity | O00167 | recombinant Eya2, OMFP fluorescence dephosphorylation (OMFP is methylfluorescein phosphate) | Potency, µM (doses to about 76.9 µM), for inactives: at the highest dose activity, negative = inhibition, hits mostly inhibitors | 330,000 tested, 0.006% active | AID 488837; further: potency means the concentration at half of the fitted maximal effect; on the % scale 0 is the no-effect control and ±100 the full control effect
Target sequence (O00167 whole entry, looked up): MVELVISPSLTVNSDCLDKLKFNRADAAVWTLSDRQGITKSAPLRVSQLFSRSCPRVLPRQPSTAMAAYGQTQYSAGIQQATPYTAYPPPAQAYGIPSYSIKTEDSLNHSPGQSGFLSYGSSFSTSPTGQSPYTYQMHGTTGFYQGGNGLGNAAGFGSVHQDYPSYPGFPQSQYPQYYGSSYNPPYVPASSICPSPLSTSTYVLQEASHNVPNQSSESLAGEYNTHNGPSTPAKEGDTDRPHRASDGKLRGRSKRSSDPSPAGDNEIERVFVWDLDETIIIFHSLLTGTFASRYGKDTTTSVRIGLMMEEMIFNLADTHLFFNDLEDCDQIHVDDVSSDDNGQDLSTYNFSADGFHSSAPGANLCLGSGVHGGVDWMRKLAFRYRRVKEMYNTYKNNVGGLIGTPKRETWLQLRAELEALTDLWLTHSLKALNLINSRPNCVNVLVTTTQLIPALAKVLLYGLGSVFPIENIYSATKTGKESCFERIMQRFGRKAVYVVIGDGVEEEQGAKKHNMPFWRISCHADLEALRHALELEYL
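Eya2 (0.2 uM) preincubated 10 min at ambient with compound, then OMFP substrate added at 50 uM; 10 min reaction in 50 mM HEPES pH 7.5, 50 mM NaCl, 5 uM MgCl2, 0.05% BSA, 1 mM DTT. Fluorescence read at Ex 485/Em 525 nm.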
ELG1 DNA repair: inhibitors of ELG1-dependent DNA repair in HEK293T cells; AID 504467; 330,000 tested, 2.3% active; Potency, µM (top dose mostly 46.1 µM), for the others: top-dose activity change, negative = inhibition, actives largely listed as inhibitors; HEK293T ELG1-luciferase reporter, luminescence, 16 h; DNA damage induced by 5-fluorouridine; further: potency means the concentration at half of the fitted maximal effect; on the % scale 0 is the no-effect control and ±100 the full control effect; nearly all actives have a fitted effect of over 55% in size
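HEK293T cells expressing luciferase-tagged ELG1 (2,000/well) received 5-Fluorouridine plus compound or DMSO for 16 hr at 37 °C. Luciferase was read by ONE-Glo luminescence after 30 min at room temperature.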
TSHR antag: antagonists of human thyroid stimulating hormone receptor; P16473; TSHR-expressing cells, TSH-stimulated cAMP HTRF, 2 h; active compounds read low; activity change, negative = inhibition, % at 11.5 µM; 330,000 tested, 0.2% active;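 active means activity change below a set negative limit, meaning inhibition stronger than a set level, cut at about -70% in these data; inconclusive means activity change between two set negative limits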; further: on the % scale 0 is the no-effect control and ±100 the full control effect
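Competitive HTRF cAMP read-out (cryptate anti-cAMP antibody, cAMP-d2; 30 min, room temperature) in freshly harvested TSHR cells. Compounds added before TSH at EC80 (4nM final), followed by 2 hours' incubation at 37 deg C.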
KCNH2 3.1 inh: inhibitors of human KCNH2 3.1 potassium channel isoform; U2OS KCNH2 3.1, thallium flux FluxOr; active compounds read low; activity change, % (tested at about 1.8 µM); 340,000 tested, 0.95% active; AID 720553;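 active means maximum activity change below -70%; inconclusive means maximum activity change from -70% to -50%; inactive means maximum activity change above -50%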;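 further: thallium influx rate constant from kinetic fluorescence after stimulation buffer; on the % scale 0 is the no-effect control and ±100 the full control effect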
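Thallium flux read-out: FluxOr dye with Red40 quencher in HBSS/HEPES, 45 min at RT. Rate constants from kinetic reads were normalized to positive and negative DMSO controls. Cells: U2OS virally expressing the 3.1 isoform.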
USP2a block: blocks human ubiquitin-specific protease USP2a. O75604. USP2 core, Ub-CHOP2 coupled fluorogenic reporter, 485/531. Potency, µM (highest dose often 38.3 µM), for inactives: at the top dose activity change, negative = inhibition, actives largely listed as inhibitors. 330,000 tested, 0.01% active;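 further: potency means the concentration at half of the fitted maximal effect; plate controls were DMSO wells for no effect and full inhibition by NEM control for full effect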
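Deubiquitinase activity read as fluorescence (485/531 nm) after Ub-CHOP2 cleavage activates the enterokinase reporter on its substrate; USP2 core 10nM, Ub-CHOP2 and substrate 25nM each, 30min compound preincubation then 60min RT; data normalized to NEM, curves fitted.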
TCR act: T cell receptor activation | primary human leukocytes, anti-CD3, IL-2 HTRF, 48 h | Potency, µM (highest dose often 9.22 µM), without a hit: top-dose activation of IL-2 secretion, actives largely listed as activators | 330,000 tested, under 10 active; further: % of control where 0% means no effect
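Using a-CD3 beads without co-stimulation, primary human leukocytes were exposed to compounds for 48 hr. An HTRF IL-2 kit measured the cytokine, with europium-to-d2 energy transfer producing emission at 665nm upon 320nm excitation.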
A-T KAP1 phos: potential ataxia-telangiectasia treatment; 320,000 tested, 0.19% active; AID 485349; […] A-T fibroblasts, KAP-1 phosphorylation AlphaLISA; neocarzinostatin DNA damage 30 min before lysis; Potency, µM (series often up to 57.5 µM), for the others: at the top dose activation, hits mostly activators; further: potency means the concentration at half of the fitted maximal effect; % of control where 0% means no effect; nearly all actives have a fitted effect of over 45% in size
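ATM-like activity read as KAP-1 phosphorylation via AlphaLISA donor/acceptor antibody pairs after lysis and 6 hr at 25C. Cells were ATM-null patient fibroblasts ([…], hTERT), dosed 60 min, then exposed to the DSB inducer NCS for 30 min.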
TRPV1 ag: activates the human vanilloid receptor TRPV1. Q8NER1. TRPV1-expressing cells, Fluo-8 calcium influx, agonist mode. activation, % at 8.33 µM. 320,000 tested, 0.19% active. AID 540275; in the data active means activation above about 80%; inconclusive means between about 30% and that limit; further: 0% is about no effect
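Cells expressing TRPV1 were dye-loaded with Fluo-8 and read kinetically: 10 s baseline, 3 min after compound (agonist portion), then 2 min after EC20 capsaicin (allosteric enhancer portion). Calcium-bound dye fluorescence at 480/520 nm.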
KCNH2 WT inh: blocks the wildtype human KCNH2 potassium channel. 340,000 tested, 0.37% active. Q12809. U2OS, BacMam KCNH2, thallium flux FluxOr; active compounds read low. activity change, % at 1.84 µM. AID 720551;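 active means maximum activity change below -70%; inconclusive means maximum activity change between -70% and -50%; inactive means maximum activity change above -50%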; further: on the % scale 0 is the no-effect control and ±100 the full control effect
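U2OS cells were transduced with wild-type KCNH2 virus (2.03 x 10^8 / mL) for 4 h at room temperature, then cultured overnight at 37 C. Thallium flux was read with FluxOr dye. Rate constants were normalized to DMSO controls.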
Mito fusion act: inhibitors of mitochondrial division or activators of mitochondrial fusion | 320,000 tested, 0.23% active | S. cerevisiae fusion-defective mutant growth rescue, CellTiterGlo 48 h | Potency, µM (series often up to 46.1 µM), for inactives: at the highest dose growth rescue (activation), usual class: activators;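 further: potency means the concentration at half of the fitted maximal effect; % of control where 0% means no effect; nearly all actives have a fitted effect of over 45% in size; temperature-sensitive fusion mutants such as fzo1-1 at 37 °C on non-fermentable ethanol glycerol medium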
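Growth-rescue viability read-out: after 48 h at the non-permissive 37C in glycerol/ethanol YPEG, yeast mitochondrial fusion mutants are measured by CellTiterGlo luminescence; compounds (23 nl pinned per well) restoring growth score as division inhibitors or fusion activators.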
An asterisk follows results filed as active; ? = inconclusive; . = no result given; [ ] = another dose, or the depositor's remark. Unless noted, the call rests on the fitted dose curve; in most records, active means well fitted curve in the direction sought with a large enough effect; inconclusive means small, poorly fitted or top-dose-only effect, or another doubt; inactive means no such curve, though single readings can be large; an effect the other way counts as inactive or inconclusive. This is a subset (hit frequency here may not be typical).

Results follow in this order: Eya2 inh	ELG1 DNA repair	TSHR antag	KCNH2 3.1 inh	USP2a block	TCR act	A-T KAP1 phos	TRPV1 ag	KCNH2 WT inh	Mito fusion act
- O=C(NCCc1ccccc1)c1ccc(NS(=O)(=O)c2ccc3[nH]c(=O)[nH]c3c2)cc1
    7%	?	1	9	1%	.	3%	3	1	2%
- COc1cc(C)nc(N(C)C(C)=O)n1
    -16%	-2%	5	-6	5%	1%	18%	-3	-3	-4%
- CCOc1nc2ccccc2cc1/C=C/C(=O)O
    -9%	0%	-4	-9	0%	-1%	10%	-3	4	-3%
- Cn1c(SCC(=O)NNC(=O)Nc2ccc(Cl)cc2)nnc1-c1ccccc1
    -1%	11%	-1	-4	-2%	2%	-6%	0	-2	-1%
- CNC[C@H]1Oc2ccc(NC(=O)Nc3ccc(OC)cc3)cc2C(=O)N([C@@H](C)CO)C[C@H]1C
    2%	16%	-3	-20	3%	2%	-1%	.	-1	.
- O=C(CSc1ccc(-c2cccs2)nn1)NCc1ccccc1Cl
    -9%	?	16	.	-2%	-11%[46.1 µM]	3%	3	.	-8%
- COc1cc(C(C)=O)ccc1OCC(O)CNCC(O)c1ccccc1 (stereo not drawn)
    0%	?	21	-6	-5%	9%	14%	-7	1	10%
- Cc1cc(C)cc(NC(=O)C(OC(=O)c2sccc2C)c2ccccc2)c1 (stereo not drawn)
    -5%	-5%	8	-9	-5%	-5%[46.1 µM]	-11%	2	-7	-4%
- Cc1ccc(CC2CC(=O)N(c3nc(C)cc(C)n3)C2=O)cc1 (stereo not drawn)
    4%	8%	3	9	-4%	15%	4%	1	-12	-5%
- CCCC/C(O)=C/c1nc2ccccc2[nH]c1=O
    12%	?	6	-35	3%	-4%	-6%	1	-5	8%
- C=CCN(C(=O)c1ccc2snnc2c1)c1ccccc1
    -11%	8%	23	-17	-4%	2%	9%	0	-3	19%
- N#C/C(=C\c1ccc(N2CCOCC2)o1)C(=O)N1CCOCC1
    0%	28%	-16	-1	?	4%[46.1 µM]	-3%	6	-1	0%
- COc1ccccc1/C=C(/C(=O)OCC(=O)Nc1ccccc1C(C)C)c1ccccc1
    1%	-12%	-9	-6	-1%	3%[46.1 µM]	1%	2	-12	0%
- S=c1[nH]nc(-c2ccccn2)n1/N=C/c1ccco1
    -4%	-5%	0	3	-7%	-4%	3%	-8	1	1%
- CC(C)CCOc1ccc(C(=O)C[N+]2(C)CCOCC2)cc1
    3%	3%	20	-2	1%	2%	2%	6	-7	-10%
- COCCNC(=O)CNC(c1ccccc1)c1ccccc1
    -5%	-3%	19	.	-2%	.	4%	-4	.	-13%
- COc1ccc(CNC(=O)COc2ccccc2C(=O)c2cnn(-c3ccccc3)c2)cc1OC
    7%	?	14	-12	3%	1%	0%	11	0	2%
- Cc1ccc(C(=O)OCC(=O)NC2CCCC2)cc1
    -14%	14%	-2	5	2%	-9%	1%	14	-2	-2%
- O=C(/C=C/Nc1ccccc1F)c1cccs1
    -3%	?	0	-10	-1%	-5%[46.1 µM]	3%	4	-30	3%
- CCCn1c(SCC(=O)N2CCCCC2)nc2c1c(=O)n(C)c(=O)n2C
    9%	3%	-3	-4	1%	-6%	-2%	5	-9	-4%
- CCCOc1ccc(N2CC(C(=O)Nc3ccc4c(c3)OCO4)CC2=O)cc1 (stereo not drawn)
    -7%	10%	7	10	1%	-2%[46.1 µM]	0%	?	-5	0%
- Cc1cc(C)cc(N2C(=O)N(c3ccccc3C)C3CS(=O)(=O)CC32)c1 (stereo not drawn)
    12%	2%	1	-17	2%	-1%	-3%	3	6	5%
- Cc1ccc2cc(C#N)c(NCc3ccco3)nc2c1
    -37%	1%	0	5	-5%	-3%	4%	-2	-6	0%
- CCC1(c2ccc(F)cc2)NC(=O)N(CC(=O)Nc2ccc(C(N)=O)cc2)C1=O (stereo not drawn)
    -2%	11%	5	-1	1%	-4%	5%	2	5	-15%
- CCCCOC(=O)Cn1c(=O)oc2ccc(C)cc21
    1%	18%	-3	-12	1%	-5%	-16%	20	9	-11%
- COc1ccccc1N1CCN(c2cc(N3CCCC3)nc(C)n2)CC1
    -2%	?	-4	?	-2%	-1%[46.1 µM]	.	1	31	-2%
- COCCn1nnnc1CN1CCC(Cc2ccccc2)CC1
    6%	-7%	14	-3	-1%	-7%[46.1 µM]	3%	-3	-7	-3%
- COC(=O)c1ccccc1NC(=O)c1ccc2c(c1)OCCO2
    -3%	21%	-16	-6	1%	3%	14%	7	-4	15%
- CCc1ccc(S(=O)(=O)N2CCN(c3ncccn3)CC2)cc1
    9%	-4%	-6	1	5%	4%	1%	10	3	1%
- Cc1ccc(/C=C2\SC(=S)N(CCCC(=O)Nc3cccc(C(=O)O)c3)C2=O)cc1
    -19%	8%	3	7	4%	8%	3%	1	-29	2%

(more compounds)
molecule,Eya2 inh,ELG1 DNA repair,TSHR antag,KCNH2 3.1 inh,USP2a block,TCR act,A-T KAP1 phos,TRPV1 ag,KCNH2 WT inh,Mito fusion act
COc1ccc(S(=O)(=O)N2CCCCCC2)cc1C(=O)N(C)CCOc1ccccc1,-1%,-1%,6,5,-1%,-1%,1%,20,-3,1%
C/C(Cl)=C\Cn1c(Nc2ccc(C)cc2)nc2c1c(=O)n(C)c(=O)n2C,-18%,5.2µM*,3,-23,0%,-6%,2%,5,2,1%
O=C(Nc1cc(C(F)(F)F)ccc1N1CCOCC1)c1cnccn1,7%,-7%,1,-3,3%,-2%,-9%,-2,-25,1%
CCCc1nc2oc3c(NCC4CCCO4)ncnc3c2c2c1COC(C)(C)C2 (stereo not drawn),6%,-16%,5,5,2%,6%,6%,0,-2,-1%
CCCCn1c(NC(=O)C2CCCCC2)nc2ccccc21,-16%,0%,14,-22,2%,-24%,1%,?,-12,17%
Clc1cccc(Nc2nc(-c3cccnc3)cs2)c1,-13%,?,-24,-10,1%,-1%,6%,-3,-3,9%
O=C(c1ccc2[nH]c3c(c2c1)CCCC3)N1CCN(c2ccc(F)cc2)CC1,-8%,-5%,8,24,0%,1%[46.1 µM],-3%,?,-6,?
COc1ccc(N2CCN(S(=O)(=O)CCNC(=O)COc3ccc(Cl)cc3)CC2)cc1,-17%,0%,-4,6,-5%,6%,1%,2,20,-2%
COc1ccc(NC(=O)C2CCCN(C)C2)cc1OCC(C)C (stereo not drawn),-12%,0%,1,-17,1%,4%[46.1 µM],-6%,5,-1,-3%
CC(=O)Nc1ccc(S(=O)(=O)N(C)CC(=O)Nc2ccccc2N2CCOCC2)cc1,-4%,-14%,5,-7,3%,-3%,-2%,10,10,0%
O=C(NC(=S)Nn1cnc2c(cnn2-c2ccccc2)c1=O)c1ccc(Cl)cc1,-15%,8%,-5,10,-5%,15%[46.1 µM],-4%,1,-4,6%

Ordered by value in TSHR antag (rising): 3 of the compounds above.
SMILES	TSHR antag
Clc1cccc(Nc2nc(-c3cccnc3)cs2)c1	-24
O=C(c1ccc2[nH]c3c(c2c1)CCCC3)N1CCN(c2ccc(F)cc2)CC1	8
CCCCn1c(NC(=O)C2CCCCC2)nc2ccccc21	14

Structural class: the compounds so far with a cyano group.
molecule,Eya2 inh,ELG1 DNA repair,TSHR antag,KCNH2 3.1 inh,USP2a block,TCR act,A-T KAP1 phos,TRPV1 ag,KCNH2 WT inh,Mito fusion act
N#C/C(=C\c1ccc(N2CCOCC2)o1)C(=O)N1CCOCC1,0%,28%,-16,-1,?,4%[46.1 µM],-3%,6,-1,0%
Cc1ccc2cc(C#N)c(NCc3ccco3)nc2c1,-37%,1%,0,5,-5%,-3%,4%,-2,-6,0%

Source: PubChem
